Source: PubChem
Platelet DG rel = platelet dense granule release activity. human platelet-rich plasma, SFLLRN dense granule ATP release, luminescence. inhibition, %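 (compounds screened at 7.5 µM in platelet-rich plasma)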. hit rate 0.22% among 300,000;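 active means mean replicate score, as percent of positive control, at or above 50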
TRPC6 inh = mouse TRPC6 channel inhibition; HEK293-TRPC6, membrane potential dye, ACh-evoked depolarization; active compounds read low; Q61143; hit rate 1.1% among 310,000; B-score at 10 µM;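 active means B-score under library mean minus 3 SD, initial fluorescence not abnormally high, positive integrated signal ratio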;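 further: B-score derived from integrated fluorescence ratio over the kinetic read; more negative B-score means stronger inhibition of depolarization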
Target sequence (Q61143 whole entry, looked up): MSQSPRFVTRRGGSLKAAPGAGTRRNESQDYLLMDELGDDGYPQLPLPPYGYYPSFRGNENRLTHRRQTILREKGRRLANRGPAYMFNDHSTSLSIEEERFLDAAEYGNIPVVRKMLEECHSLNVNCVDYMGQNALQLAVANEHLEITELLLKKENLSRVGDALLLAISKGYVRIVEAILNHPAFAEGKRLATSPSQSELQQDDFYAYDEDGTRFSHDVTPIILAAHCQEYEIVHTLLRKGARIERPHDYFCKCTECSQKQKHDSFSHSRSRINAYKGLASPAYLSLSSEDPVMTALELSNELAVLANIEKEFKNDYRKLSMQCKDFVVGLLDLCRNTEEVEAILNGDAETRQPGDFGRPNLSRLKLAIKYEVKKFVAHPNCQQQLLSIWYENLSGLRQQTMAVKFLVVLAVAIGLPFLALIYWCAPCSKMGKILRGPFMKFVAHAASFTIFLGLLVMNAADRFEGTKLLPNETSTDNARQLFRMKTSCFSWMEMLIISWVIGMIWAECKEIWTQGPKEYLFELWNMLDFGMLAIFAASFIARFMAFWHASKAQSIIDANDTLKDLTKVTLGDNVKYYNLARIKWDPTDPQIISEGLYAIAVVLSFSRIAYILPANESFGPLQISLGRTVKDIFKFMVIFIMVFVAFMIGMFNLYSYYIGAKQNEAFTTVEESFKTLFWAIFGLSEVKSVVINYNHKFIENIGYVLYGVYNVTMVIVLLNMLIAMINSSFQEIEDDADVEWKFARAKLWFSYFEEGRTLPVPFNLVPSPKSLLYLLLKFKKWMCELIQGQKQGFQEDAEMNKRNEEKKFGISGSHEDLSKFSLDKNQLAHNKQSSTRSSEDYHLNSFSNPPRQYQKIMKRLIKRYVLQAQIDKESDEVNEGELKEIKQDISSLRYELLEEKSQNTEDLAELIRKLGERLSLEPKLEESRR
RGS4 inh = human RGS4 inhibition; HEK293 M3R/RGS4 inducible, Fluo-4 calcium flux; active compounds read high; triggered by carbachol at its EC20; hit rate 0.45% among 310,000; P49798; B-score at 10 µM; AID 463165;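 active means B-score, a plate-corrected calcium signal, over three deviations above library mean, with baseline fluorescence within five deviations of library mean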;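 further: RGS4 expression induced by doxycycline in cells with stable M3 receptor; B-score is computed from the integrated fluorescence ratio over baseline after carbachol; higher B-score means a larger calcium signal and so more RGS4 inhibition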
Target sequence (P49798 whole entry, looked up): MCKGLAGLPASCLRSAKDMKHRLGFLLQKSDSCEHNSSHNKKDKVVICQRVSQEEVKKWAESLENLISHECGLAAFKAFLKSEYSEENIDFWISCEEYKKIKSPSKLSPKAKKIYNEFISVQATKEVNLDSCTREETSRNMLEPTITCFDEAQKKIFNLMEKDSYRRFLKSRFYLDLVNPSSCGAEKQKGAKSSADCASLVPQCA
TRPC6 activator = activators of mouse TRPC6 channel; Q61143; HEK293-TRPC6 membrane potential dye fluorescence; active compounds read high; B-score at 10 µM; hit rate 0.13% among 310,000;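 active means B-score of the integrated fluorescence ratio above library mean plus 3 SD, and starting fluorescence ratio within library mean plus 5 SD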;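 further: higher score means more depolarization so channel activation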
HIF act = HIF pathway transcriptional activation | U2OS HRE-luciferase reporter, luminescence; normalized: DMSO 0%, desferrioxamine 100% | activation, % at 7.5 µM (by protocol) | hit rate 0.32% among 300,000;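 active means mean activation of at least 10% of the iron chelator positive control signal, with at least half of replicates also reaching 10%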
SKKanGAS inh = blocks kanamycin growth of S. pyogenes SKKanGAS strain; inhibition, % at 7.5 µM; BacTiter-Glo, 6 h; AID 1662; hit rate 1.3% among 300,000;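 active means mean replicate score, as percent of positive control median, at least 50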;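 further: strain carries kanamycin resistance gene driven by streptokinase promoter and grows in 40 µg/ml kanamycin; loss of luminescence reflects streptokinase promoter inhibition or plain growth inhibition; 0% = median of DMSO wells and 100% = positive control at its reference dose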
MrgX1 PAM = human MrgX1 positive allosteric modulation, primary screen | Q96LB2 | MrgX1-HEK293, Fluo-4 calcium flux, FDSS; active compounds read high | B-score at 10 µM | hit rate 0.63% among 310,000 | AID 588675;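 active means plate-corrected calcium response at least 3 library SD above typical, normal starting fluorescence, not activating the receptor alone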;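 further: compound read alongside a low EC10 to EC30 dose of BAM8-22 agonist; peak minus trough fluorescence over baseline measured at the second addition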
MrgX1 agonist = human MrgX1 receptor agonism, primary screen; hit rate 0.44% among 310,000; Q96LB2; MrgX1-HEK293 cells, Fluo-4 calcium fluorescence, agonist mode; active compounds read high; B-score at 10 µM;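 active means calcium response B-score plate-corrected fluorescence ratio at least 3 library SD, with starting fluorescence B-score inside 5 SD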
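times = overnight plating, then 30 min 37 °C plus 30 min room-temperature dye loading | assay system = stable human MrgX1 HEK293 cell line | input = fifteen thousand cells per well | signal = kinetic calcium dye fluorescence, Fluo-4 NW | dosing = compound delivered in addition one of three | read-out = B-scored fluorescence response ratio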
TRPC4 block = blocks the mouse TRPC4 cation channel. Q9QUQ5. HEK293 TRPC4beta/mu-opioid, DAMGO-evoked Fluo4 calcium flux; active compounds read low. B-score at 10 µM. hit rate 0.39% among 300,000. AID 2247;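 active means B-score over 3 SD under the library average, no early fluorescence shift, positive overall ratio signal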
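Test system – stable TRPC4beta/mu-opioid receptor HEK293 cells · Probe or stimulus – DAMGO, a submaximal dose followed by a maximal one · Dosing – one concentration per compound · Signal – Fluo4 calcium fluorescence by kinetic imaging, 5 s 1 Hz baseline · Evaluation – per-well B score of integrated baseline-normalized Fluo4 ratio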
RGS4 act = RGS4 potentiation or activation; AID 463111; B-score at 10 µM; hit rate 0.92% among 310,000; HEK293 M3R/inducible RGS4, carbachol calcium flux Fluo4; active compounds read low;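 active means B-score of the integrated calcium signal more than 4 SD below the library mean, with starting fluorescence not abnormally high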;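 further: negative B-score means reduced calcium response which marks RGS4 activation or potentiation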
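test system = HEK293 cells with stable M3R and inducible RGS4 | schedule = recording 10 s baseline at 1 Hz, 100 s post-agonist | technique = Fluo4-AM (2 µM) calcium-flux fluorescence, kinetic read | measure = Agonist-evoked peak-minus-minimum fluorescence over baseline, integrated ratio, B score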
MrgX1 antag = antagonists of human MrgX1 receptor. hit rate 1.3% among 310,000. MRGX1-HEK293 calcium flux, Fluo-4, BAM8-22 antagonism; active compounds read low. AID 588676. B-score at 10 µM. Q96LB2;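 active means calcium-response B-score plate-corrected more than 3 library SD below zero, starting fluorescence within 5 deviations, no agonist response on first addition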;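 further: peak minus trough fluorescence over baseline after final BAM8-22 challenge near maximal dose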
* marks the source's active call; other numbers are inactive results; i = inactive; · = no result given. The order is random; about 6.1% have a hit in one of these screens.

SMILES	Platelet DG rel	TRPC6 inh	RGS4 inh	TRPC6 activator	HIF act	SKKanGAS inh	MrgX1 PAM	MrgX1 agonist	TRPC4 block	RGS4 act	MrgX1 antag
COc1ccc(/C=C2\SC(=O)N(CC(=O)Nc3ccccc3O)C2=O)cc1OC	3.3	i	i	i	-1.9	-1.1	i	i	i	i	i
Cc1ccc(NC(=O)Cn2c(-c3ccc(F)cc3)cnc2SCC(=O)Nc2c(C)cccc2C)cc1	-1.7	i	i	i	-0.1	2.5	i	i	i	i	i
CC(=O)c1n[nH]nc1NC(=O)c1ccccc1	1.4	i	i	i	-0.2	-6.2	i	i	i	i	i
COC(=O)c1ccc(-c2ccco2)n1Cc1cccc(C)c1	3.8	i	i	i	-1.1	23.3	i	i	i	i	i
COC(=O)C1CN(C(=O)COc2ccc(Cl)c(C)c2)c2ccccc2O1 (stereo not drawn)	-5.8	i	i	i	-15.1	-5.1	i	i	i	i	i
COc1ccc(N2CCN(C(=O)c3cc(=O)c4ccc(C)cc4o3)CC2)cc1	-0.7	i	i	i	-1.5	7.7	i	i	i	i	i
COc1c(OC)c2[nH]c(=O)cc3c4ccccc4n(c1=O)c23	0.7	i	i	i	-0.1	0.8	i	i	i	i	i
CN(CC1CCCCO1)C(=O)c1cc(COc2ccc(F)cc2Cl)on1 (stereo not drawn)	0.9	i	i	i	3.5	9.2	i	i	i	i	i
COCCn1c(SCC(=O)NCc2ccco2)nc2cccnc21	-2.7	i	i	i	-0.2	0.5	i	i	i	i	i
Cc1ccc(NC(=O)CN(C)C(=O)CSc2ncc(C(F)(F)F)cc2Cl)cc1	-1.2	i	i	i	-0.7	-5.4	i	i	i	i	i
c1ccc(C2c3c(ccc4ccccc34)Oc3ncn4nc(-c5ccco5)nc4c32)cc1 (stereo not drawn)	1.4	i	i	i	-0.3	18.4	i	i	i	i	i
Cc1ccc(NC(=O)c2cc3ccccc3o2)cc1	-2.9	i	i	i	3.1	-4.1	i	i	i	i	i
Cc1ccc(CNC(=O)C2CC(c3ccc(C(F)(F)F)cc3)=NO2)o1 (stereo not drawn)	-0.8	i	i	i	2.4	-5.6	i	i	i	i	i
O=C(O)c1ccc2c(c1Sc1ccccc1)C(=O)c1ccccc1C2=O	-0.7	i	i	i	-0.6	25.8	i	i	i	i	i
COc1cc(O)c(C(CC(=O)N2CCCCC2)c2ccc3c(c2)OCO3)c(OC)c1 (stereo not drawn)	2.8	i	i	i	0.0	-0.4	i	i	i	i	i
Cc1cccc(NC(=O)/C(C#N)=C\c2cc(C)n(-c3ccc(C(=O)O)cc3)c2C)c1	3.0	i	i	i	0.2	14.3	i	i	i	i	i
O=C(CN(Cc1ccco1)C(=O)CCC(=O)Nc1ccccn1)NCCc1ccccc1	0.7	i	i	i	-0.4	-4.6	i	i	i	i	i
Cc1ccc(/C(COc2ccccc2O)=N\O)cc1	1.6	i	i	i	-0.4	13.5	i	i	i	i	i
COc1cccc(N2CCN(S(=O)(=O)c3cc4c(cc3C)N(C)CCO4)CC2)c1	-5.5	i	i	i	0.1	-1.2	i	i	i	i	i
CNc1nc(SCc2ccc(C)cc2)nc2c1CCCC2	1.5	i	i	i	1.7	2.6	i	i	i	i	i
CCN(CC)c1ccc(/C=N/N2CCN(Cc3ccccc3Cl)CC2)cc1	0.4	i	i	i	0.1	3.0	i	i	i	i	i
Nc1cc(=O)[nH]c(SCC(=O)NC2CCCc3ccccc32)n1 (stereo not drawn)	1.2	i	i	i	0.0	-3.4	i	i	i	i	i
OCCc1c[nH]c2ccc(C(F)(F)F)cc12	-1.9	i	i	i	1.8	0.7	i	i	i	i	i
Cc1ccc(S(=O)(=O)N2CCCC2C(=O)NCCc2ccccc2)cc1 (stereo not drawn)	-8.9	i	i	i	-0.5	-2.3	i	i	i	i	i
O=C(NCCS(=O)(=O)N1CCN(c2cccc(Cl)c2)CC1)c1ccco1	4.9	i	i	i	-0.1	-10.3	i	i	i	i	i
Nc1nnc(SCC(=O)Nc2cccc(S(=O)(=O)N3CCOCC3)c2)s1	0.8	i	i	i	-0.3	-5.1	i	i	i	i	i
CC(NC(=O)Cc1ccc([N+](=O)[O-])cc1)c1ccc2c(c1)OCO2 (stereo not drawn)	-12.4	i	i	i	·	-10.8	i	i	i	i	i
O=C(Nc1ccc(O)cc1)c1ccc2c(c1)C(=O)N(Cc1cccnc1)C2=O	0.6	i	i	i	0.5	0.2	i	i	i	i	i
C=CCNc1nc2c(c(=O)[nH]c(=O)n2C)n1CCOc1ccccc1	-4.9	i	i	i	-0.7	-6.2	i	i	i	i	i
O=C1CSC(c2ccc(F)cc2)N1c1c(F)cccc1F (stereo not drawn)	1.5	i	i	i	-1.2	-0.8	i	i	i	i	i
O=C(CSCc1c(F)cccc1Cl)Nc1cccnc1	-1.4	i	i	i	1.0	1.5	i	i	i	i	i
COc1cccc(NC(=O)C(=O)N/N=C/c2ccc3c(c2)OCO3)c1	-3.2	i	i	i	0.4	0.8	i	i	i	i	i
COc1ccc(Br)cc1CN(C)C(=O)CNC(=O)c1ccc2ccccc2c1	0.8	i	i	i	-0.2	7.0	i	i	i	i	i
CC1Cc2ccccc2N1C(=O)Cn1c(=O)oc2cc(S(=O)(=O)N3CCCCC3)ccc21 (stereo not drawn)	1.4	i	i	i	-0.2	-1.3	i	i	i	i	i
Cn1c(-c2nnn(-c3ccc(F)cc3)n2)cc2ccccc21	-3.0	i	i	i	4.4	1.5	i	i	i	i	i
COc1ccc(S(C)(=O)=O)cc1S(C)(=O)=O	-0.7	i	i	i	-0.5	-8.9	i	i	i	i	i
CCCCNC(=O)CCn1c(=O)c2ccccc2n(CC(=O)NCCc2ccc(OC)c(OC)c2)c1=O	-0.2	i	i	i	-0.3	-2.5	i	i	i	i	i
CN(Cc1ccccc1)C(=O)c1[nH]cnc1C(=O)NCC(=O)OC(C)(C)C	-1.4	i	i	i	-2.9	-4.9	i	i	i	i	i
COc1ccc(CNC(=O)[C@@H]2CC=C[C@@H]3CCN(C4CCCCC4)C(=O)[C@@H]32)cc1	-0.5	i	i	i	1.6	0.4	i	i	i	i	i
COc1ccc(/C=N/NS(=O)(=O)c2ccc(F)cc2)cc1CN1CCSCC1	0.0	i	i	i	0.0	1.3	i	i	i	i	i
O=C(O)c1[nH]c2ccccc2c1C(c1cc(Cl)cc([N+](=O)[O-])c1O)c1c(C(=O)O)[nH]c2ccccc12	-0.9	i	i	i	-32.0	11.2	i	i	i	i	i
CCC1(Cc2ccccc2)NC(=O)c2ccccc2O1 (stereo not drawn)	2.2	i	i	i	-0.2	-0.6	12.4*	i	i	i	i
O=C(NC1CCCC1)c1cc(-c2ccccc2O)on1	16.2	i	i	i	0.7	-2.5	i	i	i	i	i
O=C(C[n+]1ccc(-c2nnc3n2CCC3)cc1)c1ccc(Cl)c(Cl)c1	-3.3	i	i	i	0.0	3.3	i	i	i	i	i
Cc1ccc(-n2nnnc2-c2cnn(-c3ccc(F)cc3)c2C(F)(F)F)cc1	-1.4	i	i	i	-0.2	-5.6	i	i	i	i	i
O=P(c1ccccc1)(c1ccccc1)c1nc(-c2ccc(Cl)cc2)oc1N1CCOCC1	-1.1	i	i	i	-0.1	·	i	i	i	i	i
Cc1ccnc(Nc2nc(-c3c(C)nc4sccn34)cs2)c1	13.9	i	i	i	3.2	5.3	i	i	i	i	i
COc1ccc(N=C(N)N=C(N)N)c(OC)c1	-6.6	i	i	i	-0.4	0.3	i	i	i	i	i
CCc1cc2c(SCC(=O)NC(=O)c3cccn3C)ncnc2s1	-1.0	i	i	i	-0.1	-0.2	i	i	i	i	i
CCOc1ccccc1N(CC(=O)Nc1ccc(C)cc1)S(C)(=O)=O	-1.6	i	i	i	-0.1	0.4	i	i	i	i	i
O=C(c1nc2ccccn2c1CNCCOc1cccnc1)N1CCOCC1	4.4	i	i	i	-0.1	8.1	i	i	i	i	i
CCc1nc(SCCO)c2oc3ccccc3c2n1	4.0	·	·	·	-0.2	-0.8	i	i	·	·	i
Cc1cc(NC(=O)CSc2nccn2C)no1	-0.7	i	i	i	-0.1	-3.3	i	i	i	i	i
C(=N\Nc1nc(N2CCCC2)nc(N2CCCC2)n1)/c1ccccc1OCc1ccccc1	-2.4	i	i	i	0.0	2.1	i	i	i	i	i
COc1ccc(NC(=O)C2CCN(S(=O)(=O)c3c(C)noc3C)CC2)cc1	-11.2	i	i	i	0.2	-2.7	i	i	i	i	i
O=C(CS(=O)c1ccc(C(F)(F)F)cc1[N+](=O)[O-])Oc1ccccc1 (stereo not drawn)	-0.5	i	i	i	6.3	16.4	i	i	i	i	i
CC1CCN(Cc2cc(=O)oc3cc(O)c(Cl)cc23)CC1	1.4	i	i	i	2.7	6.2	i	i	i	i	i
C=CCn1cc(CN2CCC(C(=O)Nc3cccc(-c4cccc(Cl)c4)c3)CC2)c(C)n1	-22.4	i	i	i	-0.6	6.2	i	i	i	i	i
CCOc1ccc(N2C(=O)CC(N(CCc3ccc(OC)cc3)C(=O)/C=C/C(=O)O)C2=O)cc1 (stereo not drawn)	4.1	i	i	i	-0.3	1.4	i	i	i	i	i
COc1ccc(CC(=O)Nc2ccc3nc(SC)sc3c2)cc1OC	4.9	i	i	i	0.4	-4.1	i	i	i	i	i
Following part.
SMILES	Platelet DG rel	TRPC6 inh	RGS4 inh	TRPC6 activator	HIF act	SKKanGAS inh	MrgX1 PAM	MrgX1 agonist	TRPC4 block	RGS4 act	MrgX1 antag
O=C(NC1CCCCC1)N(Cc1nc2ccccc2c(=O)[nH]1)C1CCCC1	5.1	i	i	i	0.1	-2.1	i	i	i	i	i
COc1ccc(C(=O)OCC[N+]2(C)CCCCC2)cc1	-1.0	i	i	i	-1.1	4.6	i	i	i	i	i
COc1ccc(CC2(C)OC(c3ccccc3)=NN2C(C)=O)cc1 (stereo not drawn)	-2.4	i	i	i	0.4	3.8	i	i	i	i	i
CC1CCc2c(sc3ncnc(NS(=O)(=O)c4cccs4)c23)C1 (stereo not drawn)	1.8	i	i	i	0.4	8.3	i	i	i	i	i
CC1CCN(S(=O)(=O)c2nnc(NC(=O)COc3ccccc3)s2)CC1	-5.5	i	i	i	0.2	5.7	i	i	i	i	i
CCC1(CC)Cc2ccccc2-c2nc(CCl)[nH]c(=O)c21	-1.5	i	i	i	-1.2	14.9	i	i	i	i	i
